RXFP1 antagonist = RXFP1 (human) relaxin receptor antagonism; Q9HBX9; HEK293-RXFP1, relaxin-stimulated cAMP HTRF, 30 min; hits give low values; activity change, negative = inhibition, % at 57.5 µM; actives 0.59% (n = 350,000); AID 1259400;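 active = activity change of -60% or lower, but not beyond a set lower limit; inconclusive = change between -60% and -40%, or beyond the set limit; inactive = change above -40%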
Target sequence (Q9HBX9 whole entry, looked up): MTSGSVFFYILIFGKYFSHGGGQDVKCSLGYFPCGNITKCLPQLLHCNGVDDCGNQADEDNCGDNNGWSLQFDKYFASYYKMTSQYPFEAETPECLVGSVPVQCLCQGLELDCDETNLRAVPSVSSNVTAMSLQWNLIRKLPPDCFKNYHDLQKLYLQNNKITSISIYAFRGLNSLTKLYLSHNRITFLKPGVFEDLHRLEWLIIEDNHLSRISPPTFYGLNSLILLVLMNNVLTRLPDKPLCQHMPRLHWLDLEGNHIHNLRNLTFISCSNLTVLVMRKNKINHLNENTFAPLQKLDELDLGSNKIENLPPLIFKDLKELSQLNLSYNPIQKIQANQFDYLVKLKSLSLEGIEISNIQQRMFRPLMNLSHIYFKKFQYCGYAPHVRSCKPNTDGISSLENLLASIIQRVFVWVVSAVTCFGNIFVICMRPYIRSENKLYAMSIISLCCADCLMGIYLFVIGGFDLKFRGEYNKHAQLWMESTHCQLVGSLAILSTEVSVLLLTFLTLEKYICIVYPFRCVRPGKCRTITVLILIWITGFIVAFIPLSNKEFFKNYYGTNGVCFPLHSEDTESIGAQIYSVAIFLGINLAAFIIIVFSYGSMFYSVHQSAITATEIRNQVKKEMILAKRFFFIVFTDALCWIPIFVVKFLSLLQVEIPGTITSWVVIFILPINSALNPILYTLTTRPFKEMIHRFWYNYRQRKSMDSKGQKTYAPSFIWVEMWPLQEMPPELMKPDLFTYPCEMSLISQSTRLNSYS
Starred values were filed as active, the others as inactive; ? = inconclusive. % is set by controls: 0 for no effect and ±100 for the full control effect. This is a subset; count on the stated rates, not on these rows.

RXFP1 antagonist | molecule
-7 | O=C(Nc1cc(S(=O)(=O)Nc2ccc(Cl)cc2)ccc1O)c1ccc(F)cc1F
9 | CCC(=O)c1c(O)cc(O)cc1O
-2 | COc1ccc(OC)c(CN2CCN(C(=O)c3ccc(S(=O)(=O)N4CCCCCC4)cc3)CC2)c1
-11 | CCN(C(=O)COC(=O)c1cc2c(s1)CCC(C)C2)c1c(N)n(Cc2ccccc2)c(=O)[nH]c1=O (centres undefined)
-4 | COc1cccc(C(=O)NCCCc2ccccc2)c1OC
-3 | O=C(NCCCNC(=O)c1ccccc1)c1ccccc1
-20 | O=C1CC2(CCCC2)CC(=O)N1CCNCC1COc2ccccc2O1 (centres undefined)
11 | O=C(N/N=C/c1c(O)ccc2ccccc12)C(=O)N1CCCC1
-1 | Cc1ccc(C2(C)NC(=O)N(CC(=O)N3CCN(S(=O)(=O)c4ccccc4[N+](=O)[O-])CC3)C2=O)cc1 (centres undefined)
? | CN(C)c1ccc2nc3ccc(=O)cc-3sc2c1
-3 | CC(C)Cn1c(N)c(C(=O)CSc2ncn[nH]2)c(=O)n(C)c1=O
12 | CCC[C@H]1CN(c2ccccc2)C(=O)[C@@H]1CC(=O)Nc1ccc(Br)cc1
-20 | O=C1CC(c2ccccc2)=C(c2ccccc2)C1c1ccccc1 (centres undefined)
-14 | COc1ccccc1CN(C)C(=O)c1ccc(S(=O)(=O)Nc2c(C)n(C)n(-c3ccccc3)c2=O)cc1
-9 | Cc1ccccc1Nc1nc(Cl)nc(NC(C)(C)C)n1
-6 | C[C@@H]1CCCCO[C@@H](CN(C)S(=O)(=O)c2ccc(F)cc2)[C@@H](C)CN([C@H](C)CO)C(=O)c2cc(NC(=O)c3ccccc3)ccc2O1
0 | CSCCC(NC(=O)c1cccc(C)c1)C(=O)NNC(=O)c1cccs1 (centres undefined)
6 | COCCNC(=S)Nc1ccc(N2CCOCC2)c(S(=O)(=O)Nc2ccc(Cl)cc2)c1
-9 | O=C(CNc1cc(S(=O)(=O)N2CCOCC2)ccc1N1CCOCC1)Nc1cccc(C(F)(F)F)c1
-16 | O=C(CN1C(=O)NC2(CCCC2)C1=O)NCc1ccc(F)cc1
-15 | COC(=O)c1c(Cl)c(Cl)c(C(=O)OC)c(Cl)c1Cl
3 | CCOC(=O)Sc1nc2ncncc2[nH]1
13 | COc1ccc(S(=O)(=O)N(C)C[C@H]2Oc3cc(Br)ccc3S(=O)(=O)N([C@H](C)CO)C[C@H]2C)cc1
? | CN1CCN(C2Cc3ccccc3Sc3cc(C(F)(F)F)ccc32)CC1 (centres undefined)
7 | Cc1ccccc1C(C)NS(=O)(=O)c1ccc2c(c1)OCCO2 (centres undefined)
0 | O=c1[nH]c(=O)c2[nH]c(=O)n(-c3ccccc3)c2[nH]1
-2 | Cn1c(N)c(C(=O)COC(=O)CNC(=O)c2ccc(Cl)cc2Cl)c(=O)n(C)c1=O
8 | NC(=O)c1nc2c([nH]c1=O)CCCC2
-1 | Cc1cccc(-c2c3c(=O)n(C)c(=O)n(C)c3c3nnc4ccccc4n23)c1
0 | O=C(CCNC(=O)C1CCN(S(=O)(=O)c2ccccc2)CC1)NCc1cccnc1

Grouped by structure, the entries above containing an NH in an aromatic ring (5)
RXFP1 antagonist | molecule
-11 | CCN(C(=O)COC(=O)c1cc2c(s1)CCC(C)C2)c1c(N)n(Cc2ccccc2)c(=O)[nH]c1=O (centres undefined)
-3 | CC(C)Cn1c(N)c(C(=O)CSc2ncn[nH]2)c(=O)n(C)c1=O
3 | CCOC(=O)Sc1nc2ncncc2[nH]1
0 | O=c1[nH]c(=O)c2[nH]c(=O)n(-c3ccccc3)c2[nH]1
8 | NC(=O)c1nc2c([nH]c1=O)CCCC2

The list goes on:
RXFP1 antagonist | molecule
-13 | COc1cc(/C=C/C(=O)OCC(=O)NCCC2=CCCCC2)cc(OC)c1OC
-14 | CC1=C(C(=O)OC(C)C)C(c2cccc([N+](=O)[O-])c2)C(C(=O)OC2CN(C(c3ccccc3)c3ccccc3)C2)=C(N)N1 (centres undefined)
-4 | CC1(C)OC[C@@H](COC(=O)CCc2ccc(OC[C@@H](O)CNCCNC(=O)N3CCOCC3)cc2)O1
3 | Nc1cc(=O)[nH]c(SCC(=O)N2CCCC2)n1
-5 | O=C(NCc1ccccc1CN1CCCC1)c1ccc(S(=O)(=O)Nc2ccccc2)cc1
? | CCCCCCCCCCCCCC[N+](C)(C)C
-5 | NC(=O)CC[C@H](NC(=O)c1ccc(F)cc1)C(=O)N1CCN(Cc2ccc3c(c2)OCO3)CC1
-1 | O=C(O)C=Cc1c[nH]c2nccnc12
-1 | Cc1cccc(OCc2ccccc2)n1
-12 | NNC(=O)c1c[nH]c2ccc(OCc3ccccc3)cc12
-2 | O=C(NCCCl)Nc1ccccc1NS(=O)(=O)c1cccs1
3 | Cc1ccc(NC(=O)c2sc3nc(N4CCOCC4)c4c(c3c2N)CCCC4)cc1
-2 | Cc1c(NC(=O)c2ccc(NS(=O)(=O)c3cccc([N+](=O)[O-])c3)cc2)c(=O)n(-c2ccccc2)n1C
-33 | O=C(CNC(=O)c1ccco1)OCc1ccccc1Cl
3 | O=C(c1cc(-c2cccc3ccccc23)nc2ccccc12)N1CCN(CCO)CC1
-3 | Nc1cccc2c(=O)[nH][nH]c(=O)c12
3 | CC(O)CN(CCN(CC(C)O)CC(C)O)CC(C)O (centres undefined)
-15 | Cc1ccc(-c2nc3ccc(Br)cn3c2CC(C)(C)C)cc1
10 | Cc1n[nH]c(C)c1NC(=O)CSc1nnnn1-c1cccc(F)c1
-5 | O=C(COC(=O)c1ccc2ccccc2n1)Nc1ccccc1Br
5 | CCN1C(=O)[C@H]2[C@@H](c3ccc(C(F)(F)F)cc3)N[C@]3(CCCN(Cc4ccc(Cl)cc4)C3=O)[C@H]2C1=O
-7 | O=[N+]([O-])c1ccc(NN=Cc2cccc([N+](=O)[O-])c2)cc1
0 | Cn1c(=O)c2[nH]c(SCCN3CCCCC3)nc2n(C)c1=S
2 | Cc1ccsc1C(=O)OCC(=O)N1C(C)CCCC1C (centres undefined)
-2 | CCS(=O)(=O)N1CCC2(CC1)OCCN2S(=O)(=O)c1ccccc1
-15 | COc1cc(/C=C/C(=O)OCC(=O)NCCc2ccc(F)cc2)ccc1OC(F)F
-1 | Clc1ccc2c(c1)-c1ccccc1C1=NCCN12
0 | Cc1ccc(S(=O)(=O)CC(O)CN2CCCC2=O)cc1 (centres undefined)
4 | COc1ccc(CN(CCNC(=O)CCCCC(=O)NCCN(Cc2ccc(OC)cc2)C(C)C)C(C)C)cc1
-18 | C[C@@H]1CN([C@H](C)CO)C(=O)CCCn2nncc2CO[C@H]1CN(C)C(=O)c1ccc2ccn(C)c2c1
-9 | CC1CC(C)(C)NC2(CCCC2)N1 (centres undefined)
-8 | Cn1ncc(N=Cc2c(O)ccc3ccccc23)c1C(=O)N1CCOCC1
15 | Nc1ccc(O)cc1
-14 | O=C(NNC(=O)c1cccc(Cl)c1)NNC(=O)c1cccc(Cl)c1
3 | Cc1cccc(NC(=O)CN2CCN(C(=O)c3cc(C4CC4)nn3-c3ccccc3)CC2)c1C
3 | O=C(C1CCCCC1)N1C[C@H](O)[C@@H](n2cc(C3CC3)nn2)C[C@@H]1c1ccccc1
-4 | Cc1ccc(SCc2c(C(=O)N/N=C/c3cccs3)nnn2-c2nonc2N)cc1
17 | COC(=O)c1ccc(C)c(NC(=O)CCn2[nH]c(=O)ccc2=O)c1
-9 | Cc1ccn(CCC(=O)N2CCCC(N3CCN(c4ccccc4C)CC3)C2)n1 (centres undefined)
6 | COc1ccc(CNC(=O)O[C@H]2CN(C(=O)OC(C)C)N(C(=O)OC(C)C)[C@@H]3CN(S(=O)(=O)c4ccc(C)cc4)C[C@]23O)cc1OC
3 | CSc1ccccc1C(=O)OCC(=O)Nc1c(C)n(C)n(-c2ccccc2)c1=O
2 | COc1ccc(NC(=O)N(C)[C@H]2C[C@H]3c4[nH]c5ccccc5c4CCN3C[C@H]2[C@H](C)O)cc1
-22 | CCOc1ccc(NC(=O)CN(C)C(=O)c2cc([N+](=O)[O-])ccc2Sc2ccccc2)cc1OCC
-8 | CC(C)Cn1nnc2c(=O)oc3ccccc3c21
-17 | Cc1[nH]c(=S)[nH]c(=O)c1Cc1c(O)ccc2ccccc12

Gathered by group, those above containing bromine
RXFP1 antagonist | molecule
12 | CCC[C@H]1CN(c2ccccc2)C(=O)[C@@H]1CC(=O)Nc1ccc(Br)cc1
13 | COc1ccc(S(=O)(=O)N(C)C[C@H]2Oc3cc(Br)ccc3S(=O)(=O)N([C@H](C)CO)C[C@H]2C)cc1
-15 | Cc1ccc(-c2nc3ccc(Br)cn3c2CC(C)(C)C)cc1
-5 | O=C(COC(=O)c1ccc2ccccc2n1)Nc1ccccc1Br

(next part)
RXFP1 antagonist | molecule
-10 | O=C1NC2(CCCCC2)C(=O)N1CC(=O)N1CCc2ccccc21
? | c1ccc(CNCCCNCCCCNCCCNCc2ccccc2)cc1
-34 | CCN(CC)c1nc(C=Cc2ccc(N(C)C)cc2)c2nccnc2n1
0 | COc1ccc(S(=O)(=O)N2CCCN(CC(=O)Nc3ccc4c(c3)OCO4)CC2)cc1
-6 | COC(=O)C(C)Oc1cc(C)ccc1COc1ccc(-n2nc(C)n(C(F)F)c2=O)cc1 (centres undefined)
-4 | Cc1ccc(CCC(=O)Nc2ccc(Cl)cc2Cl)o1
-1 | COc1cc2ccc(C(C)=NNC(N)=S)cc2cc1OC
5 | Cc1ccc(S(=O)(=O)N2CCOCC2)cc1NC(=O)CSc1nnnn1C1CC1
-14 | O=C(NN=Cc1ccc(Cl)cc1Cl)c1ccccc1
3 | CNc1ccc(C(=O)OCC(=O)NC(=O)NC2CCCC2)cc1[N+](=O)[O-]
0 | O=C(Cc1c(F)cccc1Cl)NNC(=O)c1cccs1
10 | Cn1ncc2c(=O)[nH]c(N)nc21
20 | O=S1(=O)OC(c2ccc(O)cc2)(c2ccc(O)cc2)c2ccccc21
-18 | O=C(NC1CCN(Cc2ccccc2)CC1)c1ccccc1NS(=O)(=O)c1ccc(F)cc1
13 | CCCN(CC)c1ncnc2[nH]ncc12
-19 | Cn1nc(C(F)(F)F)c(C(=O)Nc2ccc(F)cc2F)c1Sc1ccc(C(F)(F)F)cc1
-3 | CCn1c(SCC(=O)N2CCC(C(N)=O)(N3CCCCC3)CC2)nc2ccccc2c1=O
9 | Cc1ncc(COP(=O)(O)O)c(C=O)c1O
-25 | Cc1ccc(NC(=O)/C=C/c2ccc(S(=O)(=O)N3CCOCC3)cc2)cc1S(=O)(=O)N(C)C
1 | Cn1nc(C(=O)NCC(=O)Nc2ccc(F)c(F)c2)ccc1=O
9 | COCCCN1C(=O)C(CC(=O)NC2CCCC2)CC(C(=O)N2CCOCC2)=C1C (centres undefined)
-5 | O=C(NC(=S)NCc1ccco1)c1ccc([N+](=O)[O-])cc1
-14 | Cc1cccc(C)c1NC(=O)CC12CCCN1CCC2
7 | Cc1ccc(NC(=O)CN(C)CC(=O)Nc2ccc3c(c2)OCO3)cc1
6 | O=C(Cc1ccc([N+](=O)[O-])cc1)N/N=C/c1cccnc1
-11 | O=C(OCC(=O)N1CCCC1)c1cc(=O)c2ccccc2o1
5 | Cc1cccc(CSCC(=O)N2CCN(S(=O)(=O)c3ccccc3C#N)CC2)c1
-17 | CC(C)(CNCc1ccccc1)NS(=O)(=O)c1ccc(Cl)cc1
-5 | O=C(NNC(=O)c1ccccc1-n1cccc1)c1ccccc1
4 | CN(C(=O)CS(=O)(=O)c1cn(CC(=O)N2CCCC2)c2ccccc12)c1ccccc1
-1 | C[C@@H]1CN([C@@H](C)CO)C(=O)CCCn2nncc2CO[C@@H]1CN(C)C(=O)Nc1ccccc1F
1 | O=S(=O)(c1ccccc1)N1CCCCC1CCc1ccccc1 (centres undefined)
-25 | CC(=NNC(=S)Nc1cccc(C)c1)c1ccccn1
-7 | N#Cc1ccccc1OCC(=O)NNC(=O)CNC(=O)c1ccc(Br)o1
5 | COC(=O)c1ccccc1NC(=O)c1ccc2c(c1)C(=O)N(Cc1ccco1)C2=O
-39 | CC1(CN2CCC(n3c(=O)[nH]c4ccccc43)CC2)OCc2ccccc2-n2cccc21 (centres undefined)
-2 | COc1ccc(CC(=O)NC(C)c2ccc(Cl)c(Cl)c2)cc1S(=O)(=O)N1CCOCC1 (centres undefined)
-32 | N#CC(c1ccc(Cl)cc1)(c1ncc(C(F)(F)F)cc1Cl)N1CCOCC1 (centres undefined)
19 | O=C1CSC(=S)N1N=Cc1c[nH]c2ccc(Br)cc12
-6 | C=CCn1c(SCCN)nnc1-c1cccc(S(=O)(=O)N2CCOCC2)c1
-8 | COc1cccc(C(=O)NCC(=O)OCC(=O)NC2CCCCC2)c1
-21 | CCOC(=O)/C=C1/SCC(=O)N1CC(=O)NC12CC3CC(CC(C3)C1)C2
3 | O=C(NNC(=O)c1sc2ccccc2c1Cl)Nc1ccc(Cl)cc1
-5 | S=C(NCCSCc1ccc(Cl)c(Cl)c1)Nc1ccccc1
-18 | CNN/C(N=Cc1ccc([N+](=O)[O-])s1)=N\S(=O)(=O)c1cc(C)c(Cl)cc1SCc1ccccc1
-6 | CCOc1ccc(C(=O)CCC(=O)NNC(=O)CCN2CCN(c3ccccc3)CC2)cc1
-2 | CCC(=O)c1ccc(N2CCOCC2)c(F)c1
-2 | O=C(CSc1ccccc1F)Nc1ccc2c(c1)OCO2
-8 | CN(C)CCOC1c2ccccc2C=Cc2ccccc21
9 | CCN(CC)CCN1C(=O)C(O)=C(C(=O)c2ccc(C)o2)C1c1ccccn1 (centres undefined)
-19 | CCN(CC)S(=O)(=O)c1cccc(NC(=O)COC(=O)c2cncc(Br)c2)c1
-2 | COCC1CCN(C(=O)c2ccc3oc(Cc4ccc(Cl)cc4)nc3c2)C1 (centres undefined)
4 | O=C(COC(=O)c1cc(S(=O)(=O)N2CCOCC2)ccc1O)Nc1ccc2c(c1)OCO2

Some of these compounds in order of count of non-hydrogen atoms, falling:
RXFP1 antagonist | molecule
-11 | CCN(C(=O)COC(=O)c1cc2c(s1)CCC(C)C2)c1c(N)n(Cc2ccccc2)c(=O)[nH]c1=O (centres undefined)
13 | COc1ccc(S(=O)(=O)N(C)C[C@H]2Oc3cc(Br)ccc3S(=O)(=O)N([C@H](C)CO)C[C@H]2C)cc1
-5 | O=C(NCc1ccccc1CN1CCCC1)c1ccc(S(=O)(=O)Nc2ccccc2)cc1
-14 | O=C(NNC(=O)c1cccc(Cl)c1)NNC(=O)c1cccc(Cl)c1
